Screening results from PubChem.
AddAB inh – growth inhibition of E. coli expressing H. pylori AddAB, primary screen, AddAB inhibitor project, absorbance. AID 435030, 2010. hit rate 0.29% among 330,000. inhibition, % at 11.9 µM; in the data active = inhibition above about 12%;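 also: 0% = vehicle wells of infected cells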
MOR-DOR ag – agonists of OPRM1-OPRD1 heterodimerization, primary screen, cell-based, luminescence | Mu-type opioid receptor (Homo sapiens) + Delta-type opioid receptor (Homo sapiens), … | cells | activation, % at 9.3 µM | hit rate 0.3% among 340,000 | AID 504326, 2011; in the data active = activation above about 18%;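 also: 0% = vehicle-treated cells and 100% = reference agonist; values of inactives mirror those of a sister screen read the other way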
Target sequence (P35372 whole entry, looked up): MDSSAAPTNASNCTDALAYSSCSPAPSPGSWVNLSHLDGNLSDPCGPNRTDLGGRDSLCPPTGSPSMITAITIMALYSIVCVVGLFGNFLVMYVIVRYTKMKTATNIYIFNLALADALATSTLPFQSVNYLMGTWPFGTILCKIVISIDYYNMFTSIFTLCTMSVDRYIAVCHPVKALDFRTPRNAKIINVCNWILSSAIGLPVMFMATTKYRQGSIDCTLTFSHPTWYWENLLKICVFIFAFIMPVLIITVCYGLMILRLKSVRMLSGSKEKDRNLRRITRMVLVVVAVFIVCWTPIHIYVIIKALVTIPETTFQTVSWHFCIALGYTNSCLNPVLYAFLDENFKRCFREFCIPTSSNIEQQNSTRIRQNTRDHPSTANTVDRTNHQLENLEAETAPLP
Target sequence (P41143 whole entry, looked up): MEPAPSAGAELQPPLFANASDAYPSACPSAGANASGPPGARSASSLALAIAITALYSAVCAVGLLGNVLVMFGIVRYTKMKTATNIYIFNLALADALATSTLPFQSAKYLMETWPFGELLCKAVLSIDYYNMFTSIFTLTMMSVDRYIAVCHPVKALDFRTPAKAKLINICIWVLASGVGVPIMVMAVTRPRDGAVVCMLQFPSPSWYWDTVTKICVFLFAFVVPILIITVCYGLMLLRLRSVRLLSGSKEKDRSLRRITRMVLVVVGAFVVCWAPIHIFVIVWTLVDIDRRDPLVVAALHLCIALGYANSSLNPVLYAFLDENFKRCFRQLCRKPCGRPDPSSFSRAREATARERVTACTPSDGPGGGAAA
Ecoli viability – E. coli V3065 growth inhibition, primary screen, counter-screen for AddAB inhibitor project, absorbance, OD600 | 18 h | inhibition, % at 11.9 µM | hit rate 0.27% among 330,000;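 active = inhibition above the campaign's mean inhibition across all tested compounds plus 3 SD, cut at about 9.9% in these data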;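 also: uninfected addAB+ strain grown without phage in ampicillin broth; 0% = DMSO wells and 100% = ciprofloxacin 0.95 µg/ml wells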
HTR5A inv ctr – HTR5A inverse agonists in luminescence cell assay, primary screen, counter-screen for OPRM1-OPRD1 heterodimer inverse agonist project, full-deck HTS; 5-hydroxytryptamine receptor 5A (Homo sapiens), P47898; HTR5A cell line, inverse agonism; inhibition, % at 9.3 µM; hit rate 0.083% among 340,000; AID 504634, 2011; in the data active = inhibition mostly above about 23%, no sharp cut-off; inactive = mostly below about 18%;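 also: 0% = cells with DMSO and 100% = no-cell wells with DMSO; some compounds called inactive have numbers as strong as hits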
SUMO Mot1 rescue – yeast Mot1-301 growth rescue at high temperature, primary screen, SUMOylation pathway inhibitor project, S. cerevisiae, ATP luminescence, 38.5C. S. cerevisiae Mot1-301 growth rescue; percent above DMSO median, 100 means doubled. hit rate 1% among 320,000. growth rescue, % at 18.8 µM;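 active = every valid replicate shows activation above 250% relative to neutral control wells; inactive = the rest, any valid replicate at or below 250%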;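 also: OY570 slx delta 5 strain wells were the positive control but not used for scaling; some compounds called inactive have numbers as strong as hits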
Pemphigus Ab inh – inhibitors of pemphigus antibody binding to DSG3, primary screen, biochemical, bead-based, flow cytometry, scFv-GFP; Desmoglein-3 (Homo sapiens), P32926; DSG3-coupled beads, scFv-anti-DSG3-GFP binding; hits give low values; binding (percent of control), % at 10 µM; hit rate 0.48% among 310,000; AID 588358, 2011;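 active = binding more than 3 SD below its plate's average and above zero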;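 also: hits lower antibody fragment binding to DSG3; some compounds called inactive have numbers as strong as hits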
HTR5A ag – HTR5A agonists in luminescence cell assay, primary screen, counter-screen for OPRM1-OPRD1 heterodimer agonist project, full-deck HTS; cell-based; hit rate 0.61% among 340,000; activation, % at 9.3 µM; AID 504692, 2011; 5-hydroxytryptamine receptor 5A (Homo sapiens), P47898; in the data active = activation mostly above about 9.5%, no sharp cut-off; inactive = mostly below about 7.6%;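 also: 0% = cells with vehicle only and 100% = reference agonist; strong numbers were not always called active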
PKA-R1A act – activators of PKA-R1A holoenzyme, primary screen, biochemical, fluorescence polarization, Cy5-IP20, bovine R1A, mouse PKAc; cAMP-dependent protein kinase type I-alpha regulatory subunit (Bos taurus) + …; PKA-R1A dissociation; scaled: DMSO 0%, 113 µM cGMP 100%; activation, % at 11.4 µM; hit rate 0.083% among 340,000;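 active = percent activation above the mean of all tested compounds plus 3 SD, cut at about 19% in these data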;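 also: higher means more PKAc released from R1A so a rise in polarization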
phage Ecoli inh – growth loss of phage-infected E. coli, primary screen, RecBCD inhibitor project, absorbance, with phage, HTS; inhibition, % at 11.9 µM; hit rate 0.26% among 360,000; AID 651602, 2012; in the data active = inhibition above about 11%
MOR-DOR inv ag – inverse agonists of MOR-DOR heterodimerization, primary screen, cell-based, luminescence. Mu-type opioid receptor (Homo sapiens) + Delta-type opioid receptor (Homo sapiens), …. cell-based MOR-DOR heterodimer luminescence, inverse agonism. inhibition, % at 9.3 µM. hit rate 0.21% among 340,000. AID 504357, 2011; in the data active = inhibition above about 22%, passing the limit was not always enough;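 also: 0% = cells with DMSO and 100% = wells without cells with DMSO; values of inactives mirror those of a sister screen read the other way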
PfHsp90 set2 – growth inhibition of PfHsp90-expressing yeast, primary screen, antimalarial PfHsp90 inhibitor project, S. cerevisiae, BacTiter-Glo luminescence, single point, set 2 | BacTiter-Glo ATP, 48 h; yeast lacking PDR1 and PDR3 efflux regulators | inhibition, % at 9.4 µM | hit rate 0.32% among 310,000 | AID 504621, 2011;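 active = every replicate shows inhibition above about 80%, whatever the replicate mean, limit read from the data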;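 also: 0% = DMSO neutral controls and 100% = 20 µM radicicol positive controls; yeast relying on Plasmodium falciparum Hsp90 in place of its own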
An asterisk follows results filed as active; x = no result given.

SMILES	HTR5A ag	PKA-R1A act	AddAB inh	phage Ecoli inh	SUMO Mot1 rescue	MOR-DOR ag	PfHsp90 set2	Ecoli viability	HTR5A inv ctr	Pemphigus Ab inh	MOR-DOR inv ag
CCC(=O)Nc1nnc(S(=O)(=O)N(C)Cc2ccco2)s1	-2	-8	0.8	3.5	1	-0.7	-9	-1.7	-19	98	4
COc1ccccc1/C=C/C(=O)OC(C)CN1CCOCC1 (stereo unspecified)	7	-10	3.7	2.0	265	-2.5	10	0.8	1	106	12
COc1cc(/C=C(\C#N)C(=O)Nc2ccc(C(=O)O)cc2)ccc1OC(=O)c1cccc(F)c1	4	11	6.3	2.2	827*	1.2	-13	-1.4	-13	97	-6
CC(C)CCNC(=O)Cn1cc2c(n1)CCCCC2	-3	3	4.4	3.0	-7	-1.4	-26	1.4	7	113	7
Cc1nc2ccc([N+](=O)[O-])cc2c(=O)n1Cc1cccc(F)c1	-1	5	-0.9	1.5	-2	0.5	-24	-2.9	5	117	-2
Cc1cccc(COc2ccc(/C=N/NC(=O)c3nnn(-c4nonc4N)c3COc3ccc(F)cc3)cc2)c1	3	-7	0.4	2.8	160	-0.6	-10	-0.7	-9	97	3
NNC(=O)c1ccc(O)cc1O	3	-7	-0.4	5.3	7	-1.4	9	-0.6	0	91	9
COc1ccccc1CNS(=O)(=O)c1cc(C(=O)NCC2CCCO2)c(Cl)cc1Cl (stereo unspecified)	0	-3	0.7	4.1	13	0.8	9	-2.8	-1	96	-3
Cc1ccc(Cl)cc1NC(=S)NCc1cccn1C	-3	-19	2.8	2.7	-4	-2.0	-17	-1.0	-20	x	10
COCCOc1cnn(-c2cc(Oc3ccc(C)cc3)ncn2)c(=O)c1Cl	3	-5	0.8	0.9	x	-2.2	2	0.7	-7	108	11
O=C(O)c1cc(-c2ccc(/C=N/Nc3ccc(Cl)cc3)o2)ccc1Cl	0	-17	0.3	0.4	304*	0.2	-1	-1.3	10	95	-1
CCc1nc2c(sc3nc4c(cc32)COC(C)(C)C4)c(=O)n1CCN(CC)CC	4	-1	1.6	4.3	10	-2.2	1	1.7	11	95	11
Cc1cn(C2CC3OCC3O2)c(=O)[nH]c1=O (stereo unspecified)	-5	7	1.6	0.2	648	-1.1	0	-3.9	15	96	6
COC(=O)c1ccn(CC(=O)NC2CCCCC2)n1	-1	-5	3.2	3.0	41	-2.5	-16	-0.5	10	102	13
COc1ccc(C2/C=C\CN(C(=O)CC(C)C)CC(=O)N2Cc2ccc(F)cc2)cc1 (stereo unspecified)	3	2	x	-0.2	x	-1.7	-5	x	-9	107	10
CCn1c(CNC(=O)COc2ccc(C(C)C)cc2)nnc1SCC(=O)NC1CCCCC1C (stereo unspecified)	-4	0	-1.3	-0.4	25	-2.8	x	-1.9	11	89	14
CC(C)N(CCNC(=O)c1oc(=O)c2ccccc2c1-c1ccccc1)Cc1ccco1	-1	-2	0.2	0.7	-25	0.0	5	0.3	1	105	0
CSc1nsc(SC)c1NC(=O)Nc1ccccn1	5	-8	-3.0	0.9	-11	-1.4	-7	-0.8	-6	108	7
N#CCc1ccc(NS(=O)(=O)c2cccs2)cc1	4	6	2.2	4.5	29	-4.6	x	0.7	-2	103	21
COc1ccccc1N1CCN(S(=O)(=O)c2c(C)[nH]c(C)c2C(=O)N2CCCC2)CC1	2	-3	0.6	-3.0	-6	-2.0	0	-0.3	10	100	10
O=C(NNC(=O)C1COc2ccccc2O1)c1ccccc1O (stereo unspecified)	1	5	x	4.1	x	-0.1	x	x	8	100	1
Cc1ccc(C(=O)OCC(=O)NCCN2C(=O)CSC2=O)cc1	2	2	2.2	5.0	265	-4.0	9	-1.0	0	85	20
O=C(c1cc(S(=O)(=O)Nc2ccccc2F)c(Cl)cc1Cl)N1CCN(CCO)CC1	3	8	0.4	2.3	-5	-3.7	-3	1.8	-10	91	19
Cc1cccn2c(=O)nc(SCC(=O)Nc3ccc4c(c3)OCO4)nc12	-2	-12	0.3	3.8	-37	-1.4	-9	-2.2	5	103	9
Cc1sc2nc(CSc3ccccc3)nc(N3CCN(C)CC3)c2c1C	-3	-5	3.7	3.8	-4	-0.6	14	-1.4	17	x	3
COc1ccc(/C=C/C(=O)C(C(N)=O)=C2SCCS2)cc1	-2	2	0.9	3.4	511	-2.6	-3	0.9	6	87	16
CCOC(=O)CSc1nc2ccccc2n1CC(=O)NC(C)(C)C	x	3	0.4	2.2	-3	x	29	-0.8	x	108	x
CCOC(=O)N1CCN(CCC(=O)c2ccc(OC)cc2)CC1	4	6	2.4	1.0	9	-2.5	-20	0.6	33	99	13
Cc1c(-c2ccccc2)nnn1-c1ccc(F)cc1F	-3	-11	2.1	0.2	-16	-4.1	2	0.4	9	98	18
COc1ccc(NC(=O)N(C)C[C@H]2Oc3ccc(NC(=O)NC(C)C)cc3C(=O)N([C@H](C)CO)C[C@@H]2C)cc1	5	-8	3.8	3.2	16	2.7	-3	1.7	-24	100	-16
Cc1ccc(N2CC(C(=O)Nc3nnc(SCCN4CCOCC4)s3)CC2=O)cc1 (stereo unspecified)	2	-4	1.3	-1.5	7	-1.0	-2	-0.3	-6	108	4
CCN1C(N(C)CCc2c[nH]c3ccccc23)=N[C@@H](c2cccc(C(F)(F)F)c2)C(C(=O)OC)=C1C	22*	-12	1.2	x	-19	3.3	28	-0.8	-66	127	-19
C#CCNC(=O)c1cc2sccc2n1C	7	1	2.1	4.2	-17	-0.3	-15	0.8	-20	95	1
COc1cc(C2C(C#N)=C(N)Oc3n[nH]c(C)c32)cc2c1OCO2 (stereo unspecified)	-4	10	-2.7	0.8	1	-2.2	x	-2.7	11	x	13
Cc1cc2nnc(SCC(=O)Nc3ccc(Cl)cc3)n2c(N)n1	8	3	4.3	-0.1	13	-2.5	11	0.2	-23	x	16
CN(C)CCNc1oc(COc2cccc(Cl)c2)nc1C#N	6	-7	3.0	3.3	-2	-3.1	13	2.6	-24	119	18
N#Cc1ccc(COC(=O)CSc2nnc(C3CCCCC3)n2N)cc1	6	-2	0.5	0.6	0	-2.4	7	1.5	-18	x	15
N#Cc1ccccc1NC(=O)C(=O)NCCCN1CCCC1=O	-4	-8	5.0	3.2	-20	-2.0	x	-0.2	12	101	13
Cc1cc(=O)n2[nH]c(SCc3ccccc3)nc2n1	2	7	1.3	3.3	6	-1.6	14	2.4	-4	110	9
O=C(O)c1cc2c(s1)CCCC2	4	8	0.3	3.9	155	-1.7	9	2.3	18	113	10
C/C(=C\c1ccco1)CN1CCC(N2CCC(C(=O)N3CCOCC3)CC2)CC1	2	-2	-1.3	1.5	-15	-0.9	9	-0.4	-10	111	5
Cn1cc(Br)c(C(=O)NC2C3CC4CC(C3)CC2C4)n1 (stereo unspecified)	-1	6	0.1	3.3	-13	-0.3	x	0.4	2	98	1
O=C(Cc1ccccc1)Nc1ccccc1N1CCN(c2ccccc2)CC1	5	3	5.3	2.5	-13	4.9	-30	0.1	-12	98	-28
C=CCN(Cc1cccs1)C(=O)CN1CCN(S(=O)(=O)c2ccc3c(c2)OCCCO3)CC1	-2	12	1.4	2.4	x	1.9	-6	-4.0	4	114	-8
O=C(CSc1ccsc1[N+](=O)[O-])NC1CCCC1	5	13	7.6	4.6	5	3.8	-9	4.1	-15	87	-28
Cc1ccc(NC(=O)C(C)c2ccc([N+](=O)[O-])cc2)cc1Cl (stereo unspecified)	4	-3	0.5	4.4	8	5.3	-14	-1.7	-10	95	-38
COc1cnc(-c2ccccn2)nc1Oc1cccc(Cl)c1	-4	2	-4.0	-1.7	9	-1.4	1	-0.8	8	98	7
Brc1ccc(-c2csc(NNC3=NCCCCC3)n2)cc1	1	-18	-1.7	3.3	5	3.6	36	-2.5	-2	98	-22
O=C(CCC1CCCN(C(=O)c2ccccc2Cl)C1)N1CCN(c2ccccn2)CC1 (stereo unspecified)	1	-10	-0.3	0.6	6	-2.9	0	-1.1	-2	109	15
CCOC(=O)C1(CCOc2ccccc2)CCN(Cc2cccc(OC)c2OC)CC1	-5	-2	6.3	1.7	-4	10	5	-0.5	28	113	-53

The results go on:
SMILES	HTR5A ag	PKA-R1A act	AddAB inh	phage Ecoli inh	SUMO Mot1 rescue	MOR-DOR ag	PfHsp90 set2	Ecoli viability	HTR5A inv ctr	Pemphigus Ab inh	MOR-DOR inv ag
Cc1ccccc1NC(=S)N(CCCN1CCOCC1)Cc1ccccn1	1	8	1.9	2.5	-14	-1.6	-33	1.2	-11	104	9
COC(=O)C1CCN(C(=O)C2CCC(=O)N(CCc3cccc(F)c3)C2)CC1 (stereo unspecified)	-8	-3	3.6	-1.6	-2	-1.7	-4	2.1	-20	101	9
C=CCNC(=O)C1CC(=O)N(c2ccc(OCc3ccccc3Cl)cc2)C1 (stereo unspecified)	2	-3	-0.7	-0.4	-15	-1.9	-9	0.3	0	99	10
CC1=C(C(=O)OCc2ccccc2)C(c2ccc3ccccc3c2)NC(=O)N1CCCC(=O)O (stereo unspecified)	6	6	-2.9	0.3	-15	-2.9	3	-1.3	4	112	13
O=C(CSc1ccc2nnc(CCNC(=O)c3ccccc3)n2n1)NCc1ccccc1	-1	4	0.2	2.2	163	-1.0	4	1.8	3	113	3
COc1ccccc1CNC(=O)CN(C)CC(=O)Nc1ccc(F)c(F)c1F	8	-4	-0.2	0.6	8	-0.5	1	-2.6	-19	x	2
CC/C(C)=N/NC(=O)c1[nH]c2ccc(C)cc2c1-c1ccccc1	2	-7	-1.0	4.1	-6	4.0	10	-1.6	-6	100	-20
COc1cc(C(=O)NCc2nnc(SCC(=O)N3CCc4ccccc43)o2)cc(OC)c1OC	3	-8	5.0	1.9	151	-1.1	-29	-0.8	-12	92	6
C=CCN1C(=O)c2ccc(C(=O)Nc3ccccn3)cc2C1=O	4	-18	-1.4	-0.4	-3	-3.1	1	-0.3	0	98	15
COc1ccc(S(=O)(=O)NC(C)C(=O)O)cc1 (stereo unspecified)	8	-6	1.4	4.2	21	-2.8	-1	2.3	-14	101	16
COc1ccccc1C1CCN(C(=O)c2ccccc2)CC1	6	2	0.7	3.0	1	-0.8	0	-1.0	-21	98	4
